D1 antag: Antagonist of Human D 1 Dopamine Receptor: qHTS. hit rate 3.2% among 360,000. activity change, negative = inhibition, % at 10 µM. D(1A) dopamine receptor (Homo sapiens), P21728. HEK293 TREx D1 cells, calcium flux, dopamine EC80; stronger effect = lower value; in the data active = activity change below about -30%; also: % is scaled to controls: 0 for no effect and ±100 for the full control effect
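Allosteric or orthosteric antagonism assessed as attenuation of the calcium response to EC80 dopamine, added 180 s after compound, in induced HEK293 Trex D1 cells loaded with no-wash calcium dye.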
D1 agonist: Allosteric Agonists of the Human D1 Dopamine Receptor: qHTS | D(1A) dopamine receptor (Homo sapiens), P21728 | HEK293 T-REx D1 cells, calcium flux, agonist mode | activation, % at 2 µM | hit rate 1% among 360,000 | AID 504660, 2011; also: 0% is about no effect
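Tetracycline-induced HEK293 TREx D1 cells, force-coupled to calcium signalling, were dye-loaded with a no-wash calcium kit. Compound was pin-added after a 10 s baseline. Fluorescence was read kinetically at 1 cycle/s for 180 s, with calcium rises flagged as agonism.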
D2 agonist: HTS Assay for Allosteric Agonists of the Human D2 Dopamine Receptor: Primary Screen for Agonists. D(2) dopamine receptor (Homo sapiens), P14416. HEK293 T-REx D2 cells, calcium flux agonist mode. activation, % at 2 µM. hit rate 0.53% among 340,000. AID 485358, 2010;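 active = activation over 3 SD above normal in the single-dose calcium agonist read, cut at about 30% in these data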; also: 0% is about no effect
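Tetracycline-induced HEK293 T-REx cells with force-coupled D2 receptor, plated overnight at 30 C, loaded with no-wash calcium dye. After a 10 s baseline, compound was pin-added and calcium flux read kinetically for 180 s; calcium rises flagged agonists.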
D1 potentiator: Potentiators of Human D1 Dopamine Receptor: qHTS; D(1A) dopamine receptor (Homo sapiens), P21728; HEK293 TREx D1 cells, calcium flux, dopamine EC20 potentiation; potentiation, % at 10 µM; hit rate 0.036% among 360,000; AID 504651, 2011; in the data active = potentiation above about 30%; also: 0% is about no effect
D2 antag: HTS Assay for Allosteric Antagonists of the Human D2 Dopamine Receptor: Primary Screen for Antagonists; hit rate 2% among 340,000; HEK293 TREx D2 cells, calcium flux, dopamine EC80; inhibition, % at 10 µM; in the data active = inhibition above about 30%; also: 0% is about no effect
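Compounds are added to dye-loaded, induced HEK293 T-REx cells coupled to calcium release via D2; after a 3 min kinetic read an EC80 dopamine stimulus is given and fluorescence is recorded for 3 more min.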
RXFP1 antagonist: qHTS Assay for Antagonists of the Relaxin Receptor RXFP1; AID 1259400, 2018; activity change, negative = inhibition, % at 57.5 µM; Relaxin receptor 1 (Homo sapiens), Q9HBX9; hit rate 0.59% among 350,000; HEK293-RXFP1, relaxin-stimulated cAMP HTRF, 30 min; stronger effect = lower value;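 active = activity change of -60% or lower, but not beyond a set lower limit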; also: % is scaled to controls: 0 for no effect and ±100 for the full control effect
Target sequence (Q9HBX9 whole entry, looked up): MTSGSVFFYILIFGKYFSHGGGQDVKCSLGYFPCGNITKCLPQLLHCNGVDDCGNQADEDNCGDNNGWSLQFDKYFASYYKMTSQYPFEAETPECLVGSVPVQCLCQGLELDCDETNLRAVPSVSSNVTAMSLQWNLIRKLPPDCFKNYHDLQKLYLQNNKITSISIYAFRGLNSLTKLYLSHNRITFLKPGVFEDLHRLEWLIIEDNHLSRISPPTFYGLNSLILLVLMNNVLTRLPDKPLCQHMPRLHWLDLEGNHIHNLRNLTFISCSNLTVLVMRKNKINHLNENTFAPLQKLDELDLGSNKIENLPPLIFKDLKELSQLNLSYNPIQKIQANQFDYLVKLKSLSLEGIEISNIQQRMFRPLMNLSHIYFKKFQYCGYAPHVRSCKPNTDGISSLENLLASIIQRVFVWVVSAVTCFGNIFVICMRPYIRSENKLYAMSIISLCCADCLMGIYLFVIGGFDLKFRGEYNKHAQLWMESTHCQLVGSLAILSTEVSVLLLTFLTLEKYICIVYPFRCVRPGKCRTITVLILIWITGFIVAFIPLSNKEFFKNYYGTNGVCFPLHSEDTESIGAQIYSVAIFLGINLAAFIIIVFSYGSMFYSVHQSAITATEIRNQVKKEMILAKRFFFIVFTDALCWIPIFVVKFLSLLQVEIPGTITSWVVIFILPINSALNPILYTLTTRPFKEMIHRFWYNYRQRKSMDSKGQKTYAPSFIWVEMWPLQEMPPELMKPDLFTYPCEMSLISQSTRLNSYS
TRHR PAM: qHTS for Small Molecule Agonists and Allosteric Enhancers of Human TRH Receptor: Primary Screen for Enhancers; Thyrotropin-releasing hormone receptor (Homo sapiens), P34981; TRHR cells, fluo-8 calcium fluorescence, EC20 TRH enhancement; enhancement, % at 2 µM; hit rate 0.66% among 360,000; AID 493056, 2011; in the data active = enhancement above about 30%; also: 0% is about no effect
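TRHR-expressing cells loaded with fluo-8 calcium dye were read kinetically (ex 480/em 530) during compound addition, then stimulated with an EC20 of TRH (10 nM final). Enhancement of the Gq-mediated intracellular calcium response was scored.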
D2 PAM: HTS Assay for Positive Allosteric Modulators of the Human D2 Dopamine Receptor: Primary Screen for Potentiators | HEK293 T-REx D2, calcium flux, EC20 dopamine potentiation | D(2) dopamine receptor (Homo sapiens), P14416 | hit rate 0.34% among 340,000 | AID 485347, 2010 | potentiation, % at 10 µM;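 active = potentiation over 3 SD above the plate norm, cut at about 30% in these data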; also: 0% is about no effect
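Tetracycline-induced HEK293 T-REx cells force-coupled to calcium signalling expressed D2; compounds were pin-added after a 10 s baseline, read kinetically 180 s, then an EC20 dopamine challenge followed with a further 180 s calcium read.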
TRHR agonist: qHTS for Small Molecule Agonists and Allosteric Enhancers of Human TRH Receptor: Primary Screen for Agonists | TRHR cells, calcium flux fluo-8, FDSS agonist mode | activation, % at 2 µM | hit rate 0.18% among 360,000 | AID 493084, 2011; also: 0% is about no effect
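Steps: seed TRHR cells overnight; add fluo-8 no-wash Ca dye, RT 30 min–1.5 h; record 10 s baseline; pin-transfer compounds; monitor fluorescence 1 cycle/s for the agonist window. Calcium increases flag candidate agonists.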
An asterisk follows results filed as active; . = no result given; & = joins results of further samples. Rule as the data show it, unless noted: active = activation above about 30%; inactive = the rest.

Value order – D1 antag, D1 agonist, D2 agonist, D1 potentiator, D2 antag, RXFP1 antagonist, TRHR PAM, D2 PAM, TRHR agonist
Cc1cccn2cc(-c3ccc4c(c3)NC(=O)CO4)nc12
    0, 0, -0.1, -1, -17, -3, -6, -14, 0.2
Oc1c(C(c2ccc(Cl)cc2Cl)N2CCCC2)sc2nc(-c3ccco3)nn12 (stereo unspecified)
    ., 7, ., 5, ., 6, 0, 1, 0.7
CCOC(=O)C1(Cc2ccccc2Cl)CCN(C(=O)c2cnccn2)CC1
    -5, 3, -0.2, -7, -1, -31, -3, 7, 0.7
Cc1ncc(CN2CCC(N3CCC(C(=O)N4CCCC4)CC3)CC2)s1
    -4, 2, 0.2, 2, -5, 2, 4, -2, 1.2
COc1ccc(-c2c3c(nc4sc(C(=O)Nc5ccc(F)cc5)c(N)c24)CC(C)(C)CC3=O)cc1
    8, 2, -1.4, 2, ., -5, 1, -2, 0.1
COc1ccc(NC(=O)CSc2nc(-c3ccc(OC)cc3)[nH]c2-c2ccc(OC)cc2)cc1
    -27, 3, -0.9, 0, ., -24, 2, -7, -0.6
COc1ccc(C2CC(=O)N3C(=C2C#N)SCC3(O)c2ccccc2)cc1 (stereo unspecified)
    48, 7, -0.1, -7, 1, -2, 0, 3, -0.4
CC1CCCN(C(=O)c2cc(S(=O)(=O)N3CCCCC3)c[nH]2)C1 (stereo unspecified)
    1, 1, -1.8, -6, -18, ., 0, 8, 0.4
O=C(Nc1cc(Cl)cc(Cl)c1)c1cc(S(=O)(=O)NC2CCCC2)ccc1F
    31, 5, 1.1, -2, ., -17, 1, 0, 0.4
Cc1ccc2[nH]c3c(=O)n(CC(=O)N4CCCC(C)C4)ncc3c2c1 (stereo unspecified)
    23, 3, ., 0, ., -2, 12, -8, 2.6
CCN(CC)C(=O)C1CCCN(C(=O)Nc2ccccc2)C1 (stereo unspecified)
    -5, 4, -1.5, 17, 5, 3, 2, -2, -3.0
COc1ccccc1C(O)(C(=O)NNc1cccc(C)c1)c1ccccc1OC
    -7, 0, -0.6, -5, -7, 12, 9, -2, 0.2
Cc1ccc(SCCC(=O)NC(C)C)cc1
    -14, 4, 1.1, -1, 32*, 1, 6, -11, 0.0
NS(=O)(=O)c1ccc(CCNC(=S)Nc2ccc(F)cc2)cc1
    8, 2, -1.4, -5, -15, 2, 1, -7, -0.9
Cc1ccc(C(C(=O)NCc2ccccc2)N(Cc2cccs2)C(=O)c2ccc3c(c2)OCCO3)cc1 (stereo unspecified)
    -18, 5, 0.4, -8, -7, -7, -4, -1, 0.6
Cn1ncc(Cl)c1C(=O)NNC(=O)Nc1cccc2ccccc12
    14, 2, 0.7, 10, -8, 11, 3, -6, 0.3
COc1ccc(C2CC(c3ccc(OC)c(OC)c3)=NN2C(=O)c2ccccc2)cc1 (stereo unspecified)
    -5, 2, -0.1, -9, -6, 10, 4, 6, -0.1
O=C(NCCS(=O)(=O)N1CCN(c2ccccc2)CC1)C1CC(=O)N(c2ccc(F)cc2)C1 (stereo unspecified)
    -1&2, -1&-1, 0.5, -6&-4, 32*, -1, 16&3, -6&3, 0.1&0.1
CCSc1nnc(NC(=O)[C@@H](NC(=O)c2ccc(C(C)(C)C)cc2)C(C)C)s1
    -7, 8, -0.6, -4, -11, -31, -3, -22, 1.2
CCOC(=O)C1=C(C)Nc2nc3ccccc3n2C1c1ccc(O)cc1 (stereo unspecified)
    4, 4, ., 14, ., -5, -6, -11, -0.5
CC(C)n1nc(C(=O)Oc2cccc(Cl)c2Cl)c2ccccc2c1=O
    -8, 9, -1.4, -5, -19, 6, 9, 10, -0.6
Cc1sc2ncnc(SCC(=O)N(C(C)C)C(C)C)c2c1C
    15, 6, 0.1, 1, -5, -7, 13, 4, 0.3
CCCCn1c(C2CCCCC2)nc2cc3[nH]c(=O)c(C(C)C)nc3cc21
    0, 5, 7.5, -5, 13, ., 13, -5, -0.2
O=C1N(Cc2cccc(Cl)c2)C[C@@H]2C[C@@H](c3cccc4cccnc34)N3CCC[C@@]123
    -9, 1, 1.3, 0, -2, -11, -12, -10, 2.2
COc1ccc(NC(=O)C2CCN(C3=NS(=O)(=O)C(c4ccc(C)c(C)c4)=C3C)CC2)c(OC)c1
    -12, 5, -1.1, -8, ., -6, -4, ., -0.3
COc1ccc(NC(=O)c2cccc(S(=O)(=O)N3CCCCC3)c2)c(OC)c1
    -1, 4, -0.3, 3, 20, -8, -11, 7, -0.5
CCN1CCn2c1nc(N1CCCCC1)nc2=O
    4, -2, -1.2, 0, -2, 6, -1, -3, 0.2
Cc1nn2c(N)c(C#N)cnc2c1-c1ccccc1
    6, 0, -1.2, -4, -11, -10, 5, 21, -0.6
O=C(Cn1c(COc2ccccc2)nc2ccccc21)Nc1cc(Cl)c(Cl)cc1Cl
    -9, 0, 2.3, -2, 8, ., 4, 11, -0.1
CC(=O)Nc1cccc(NC(=O)CSc2ccc(-c3cccnc3)nn2)c1
    6, 3, -0.8, -2, 3, 8, 3, -4, 0.6
COc1ccc(-n2c(Cc3cc(=O)[nH]c(=O)[nH]3)nnc2SCC(=O)N2CCC(C)CC2)cc1
    -2, 2, 0.5, 1, -20, -3, 0, -3, 0.2
O=c1cc(-c2ccc(O)c(O)c2)oc2ccc3ccccc3c12
    -1, -1, 0.9, -3, -5, -10, 10, 6, -0.2
C=CCN1C(=O)C(CC(=O)Nc2ccc(OC)cc2)N(Cc2ccco2)C1=S (stereo unspecified)
    6, 2, ., 1, ., -2, -3, ., -0.7
O=C(CCSCCc1ccccn1)Nc1ccc(Br)cc1F
    -13, 7, 0.6, 0, 23, 4, -10, 7, 0.6
CCOC(=O)C(NC(=O)Nc1ccc(F)cc1F)(Oc1ccccc1)C(F)(F)F (stereo unspecified)
    -1, 4, -0.8, -1, 6, 5, 31*, 18, -1.9
CC(C)c1ccc(CCNC(=O)c2ccc([N+](=O)[O-])cc2)cc1
    -14, 11, -0.4, -5, 6, -15, -12, -19, 0.0
CCN1CCN(CC(=O)c2c[nH]c3ccccc23)CC1
    -5, 5, 0.7, -4, -6, -6, 1, -3, 0.4
Cn1c(=O)cc(SCC(=O)N2CCN(Cc3ccc4c(c3)OCO4)CC2)c2ccccc21
    -27, 2, 38*, -4, 41*, -12, 1, -10, -0.1
Cc1ccc(C)c(NC(=O)COc2cccc3c2CCN(Cc2ccccc2)C3=O)c1
    2, 6, 0.5, -3, 0, 13, -2, -15, 0.3
Cc1ccc(C2(C)NC(=O)N(CC(=O)N(C)CC(=O)Nc3cccc(F)c3)C2=O)cc1 (stereo unspecified)
    11, 0, 0.2, 1, 12, -2, 2, -3, 0.0
O=C(CNC(=O)C1CCCC1)Nc1ccccc1Br
    0, 0, -0.1, ., 21, -5, 1, 1, -0.4
CCOC(=O)C1CCN(S(=O)(=O)c2c(C)noc2C)CC1
    -4, 1, 0.3, 2, 2, -1, -2, 8, 1.5
CCc1ccc(NC(=O)CCCn2nc(CC)n3c(cc4occc43)c2=O)cc1
    14, -1, ., 4, ., -4, 0, ., -0.6
CCCCCNC(=O)Cn1c(=O)c2c(ncn2CC(C)C)n(Cc2ccccc2)c1=O
    -15, 1, ., 1, ., -23, -2, ., -0.9
C/C(=N\NC(=O)c1c(Cl)c(C)nn1C)c1cccc(NC(=O)C2CCCC2)c1
    3, 7, 0.9, 0, -8, -12, -4, -5, -0.1
O=C(/C=C\c1ccccc1OC(=O)c1ccccc1F)c1cc2ccccc2o1
    -9, 7, -0.9, -7, -11, -35, 5, 5, -1.3
Cc1csc(NC(=O)c2cc3c(s2)CCC3)n1
    -23, 2, -1.1, -5, 9, -3, -1, 1, 0.5
CCOC(=O)c1c(N2C(=O)C3C4C=CC(O4)C3C2=O)sc2c1CCCC2 (stereo unspecified)
    16, 0, -0.3, -8, 16, ., -6, -14, 0.5
Cc1ccc(S(=O)(=O)N2c3ccccc3NC(=O)C2CC(=O)Nc2ccccc2)cc1 (stereo unspecified)
    -14, 1, 0.0, -8, 15, 2, 5, 5, -0.2
COc1ccc(S(=O)(=O)N2CCCCC2)cc1C(=O)N1CCCC1
    11, 1, 0.0, 3, 11, -3, -2, -8, 0.4
O=C(c1cccc(S(=O)(=O)N2CCOCC2)c1)N1CCN(Cc2ccc3c(c2)OCO3)CC1
    -24, 4, 5.1, -2, -31, -20, 4, -4, -0.5
COc1ccc(NC(=O)C2CCCN(C(=O)c3cnn(-c4ccc(F)cc4)c3-n3cccc3)C2)cc1 (stereo unspecified)
    4, -1, 0.1, -2, ., ., -2, 6, -0.5

Whole records as entered above. Order of values: D1 antag	D1 agonist	D2 agonist	D1 potentiator	D2 antag	RXFP1 antagonist	TRHR PAM	D2 PAM	TRHR agonist
Listed for `CCOC(=O)C1CCN(S(=O)(=O)c2c(C)noc2C)CC1` = -4	1	0.3	2	2	-1	-2	8	1.5
Listed for `COc1ccccc1C(O)(C(=O)NNc1cccc(C)c1)c1ccccc1OC` = -7	0	-0.6	-5	-7	12	9	-2	0.2

Two records drawn at random from the list so far, as already listed:
Value order – D1 antag, D1 agonist, D2 agonist, D1 potentiator, D2 antag, RXFP1 antagonist, TRHR PAM, D2 PAM, TRHR agonist
CCN(CC)C(=O)C1CCCN(C(=O)Nc2ccccc2)C1 (stereo unspecified)
    -5, 4, -1.5, 17, 5, 3, 2, -2, -3.0
Cc1ccc(SCCC(=O)NC(C)C)cc1
    -14, 4, 1.1, -1, 32*, 1, 6, -11, 0.0

Screening results deposited in PubChem BioAssay by National Center for Advancing Translational Sciences (NCATS).
